Assay outcomes as filed in PubChem BioAssay.
PTK2B oligo ant = antagonists of Pyk2 self-association, primary screen, Q293 cells, FERM NanoBiT luminescence, HTS | Protein-tyrosine kinase 2-beta (Homo sapiens), Q14289 | hits give low values | z-score (the deposit names both 25 µM and 10 µM) | 99,000 compounds, 0.83% hits | AID 1347419, 2020;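 active means Z-score of -3 or lower, scaled per plate to the spread of control and sample wells; inactive means z-score above -3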;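 further: negative z-score means lost luminescence so less FERM oligomerization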
ERa coact inh = ERα–SRC-1 coactivator interaction inhibitors, primary screen, biochemical, TR-FRET, ERα LBD, estradiol-bound; Estrogen receptor (Homo sapiens), P03372; TR-FRET ER-alpha LBD / SRC-1 peptide; inhibition, % at 25.6 µM; 86,000 compounds, 1.7% hits; AID 629, 2007; in the data active means inhibition above about 50%;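 further: 0% = receptor plus peptide control and 100% = peptide only without receptor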
Target sequence (P03372 whole entry, looked up, the tested form may be a part): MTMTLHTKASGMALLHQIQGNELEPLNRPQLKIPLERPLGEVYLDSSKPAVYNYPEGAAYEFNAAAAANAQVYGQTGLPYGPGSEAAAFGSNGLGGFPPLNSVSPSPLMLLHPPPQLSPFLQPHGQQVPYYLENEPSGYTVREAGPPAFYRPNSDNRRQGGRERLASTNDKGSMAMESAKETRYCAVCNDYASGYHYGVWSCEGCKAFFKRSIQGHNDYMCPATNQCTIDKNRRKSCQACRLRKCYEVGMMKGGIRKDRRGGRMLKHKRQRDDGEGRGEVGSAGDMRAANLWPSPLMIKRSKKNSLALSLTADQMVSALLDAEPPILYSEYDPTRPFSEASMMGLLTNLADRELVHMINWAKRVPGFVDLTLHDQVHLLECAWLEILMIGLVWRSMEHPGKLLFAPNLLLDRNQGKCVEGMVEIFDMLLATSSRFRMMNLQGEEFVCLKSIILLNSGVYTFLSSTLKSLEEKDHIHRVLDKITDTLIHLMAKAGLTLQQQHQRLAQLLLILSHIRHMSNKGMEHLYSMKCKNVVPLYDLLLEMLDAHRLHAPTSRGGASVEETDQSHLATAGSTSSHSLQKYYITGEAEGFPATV
* = called active by the depositor; [ ] = dose if it differs, or a comment. Some of the compounds tested; the hit share may differ from the screen's.

Sample of the layout:
smiles,ERa coact inh,PTK2B oligo ant
CC(OC(=O)CN(C)S(=O)(=O)c1ccc(Cl)cc1)C(=O)Nc1ccc(N2CCOCC2)cc1 (stereo not given),-5,1.7
O=C(NC(C(=O)N1CCCC1C(=O)O)=C1CCCCC1)c1ccccc1 (stereo not given),-7,0.5
CC(=O)c1c(C)cc(C)c(CSc2nc(C)cc(=O)[nH]2)c1C,0[fluorescence artefact?],-2.4

This part in full, repeating the preview:
smiles,ERa coact inh,PTK2B oligo ant
CC(OC(=O)CN(C)S(=O)(=O)c1ccc(Cl)cc1)C(=O)Nc1ccc(N2CCOCC2)cc1 (stereo not given),-5,1.7
O=C(NC(C(=O)N1CCCC1C(=O)O)=C1CCCCC1)c1ccccc1 (stereo not given),-7,0.5
CC(=O)c1c(C)cc(C)c(CSc2nc(C)cc(=O)[nH]2)c1C,0[fluorescence artefact?],-2.4
COc1cccc(OC)c1OCCNCCO,-2,1.8
CC1(C)Cc2c(c(-c3ccco3)[nH]c(=O)c2C#N)CS1,-12,-0.39
O=C(Nc1cccc(-c2nnc(-c3ccccc3)o2)c1)c1ccco1,14,-1.9
COc1ccc(OC)c(S(=O)(=O)N2C(C)CCCC2C)c1 (stereo not given),5,0.25
Cc1[nH]n(-c2ccccc2)c(=O)c1-c1ccccc1,0,-0.96
N#CCCC12CCCCC1=Nc1ccccc12 (stereo not given),-7,0.72
CCOc1cc(N2CCOCC2)c(OCC)cc1NC(=O)c1nc2nc(C)cc(C)n2n1,23,-0.69
CN1CCN(C(=O)c2ccc(C(C)(C)C)cc2)CC1,-4,1.8
CCn1nc(C(=O)OCC(=O)N2c3ccccc3CC2C)c2ccccc2c1=O (stereo not given),-5,-0.63
Cc1cc(C)n(-c2nc3c(c(=O)[nH]c(=O)n3C)n2C)n1,15[fluorescence artefact?],1.2
CCOc1ccccc1NC(=O)NC1CC2CCCC(C1)N2Cc1nnnn1CCc1ccccc1 (stereo not given),-2,-1.6
CC1CCC(C(C)C)C(OC(=O)CSc2n[nH]c(=O)[nH]c2=O)C1 (stereo not given),13,-1
CC(=Nc1ccccc1)Nc1ccccc1,0[fluorescence artefact?],-0.79
COC(=O)C(O)(NC(=O)OCc1ccccc1)C(F)(F)F (stereo not given),-5,0.54
O=C(CCN1CCN(c2ccccc2)CC1)Nc1ccc2c(c1)OCO2,9,0.48
CCOC(=O)c1cc(C)n(-c2c(C)n(C)n(-c3ccccc3)c2=O)c1C,-5,0.69
C=CCn1c(N)c(C(=O)Nc2ccccc2)c2nc3ccccc3nc21,-9,-0.92
Cc1nnc(SC(C)C(=O)Nc2ccc(Cl)cn2)n1Cc1ccccc1 (stereo not given),4,-0.23
O=C(NCCCNC(=O)c1ccccn1)c1ccccn1,3,2
COc1ccc(-c2noc(CCCC(=O)NCc3ccco3)n2)cc1OC,-2,-0.15
O=C(O)C1CC(=O)N(Cc2ccc(F)cc2)C1 (stereo not given),0,0.36
N#CCSc1n[nH]c2nc3c(c(=O)n12)C1(CCCC1)Cc1ccccc1-3,15,-3

The listing continues:
smiles,ERa coact inh,PTK2B oligo ant
Cc1cc(=O)c2n(Cc3ccc(Cl)cc3)nc[n+]2[nH]1,-11,-0.1
O=C(CCCCn1c(=O)c2ccccc2n(CC(=O)Nc2ccc(F)cc2)c1=O)NCc1ccco1,-42,-0.28
CCOC(=O)C1CCN(S(=O)(=O)c2nc3nc(C)cc(C)n3n2)CC1,5[fluorescence artefact?],-0.11
CCC1Oc2ccc(C)cc2N(CC(=O)NCCC2=CCCCC2)C1=O (stereo not given),-56,-1.4
COc1ccc(NC(=O)c2cnc3sccn3c2=O)cc1,-1,0.5
CC1CCN(C(=O)Cn2c(=O)oc3ccccc32)CC1,7[fluorescence artefact?],0.87
CC(Sc1nc(N2CCOCC2)nc(N2CCOCC2)n1)C(=O)Nc1ccccc1 (stereo not given),-3,-0.28
COc1cccc(-c2nnc(SCC(=O)N(C(C)C)C(C)C)o2)c1,-6,0.1
CC1(C)Oc2ccc(C(=O)NC3CC3)cc2N(CC(=O)N2CCOCC2)C1=O,-6,0.05
c1ccc(-c2onc3cc4c(cc23)OCCO4)cc1,-15[fluorescence artefact?],0.16
COC(=O)CSc1nc2c(c(=O)n(C)c(=O)n2C)n1CCC(C)C,22[fluorescence artefact?],0.88
Cc1ccc(NC(=O)C2(N(C(=O)Cn3nnnc3N)c3ccc(C)cc3)CCCCC2)cc1,14[fluorescence artefact?],-0.42
Cc1ccc2cc(C#N)c(N3CCCN(C(=O)C4CCCO4)CC3)nc2c1C (stereo not given),1[fluorescence artefact?],0
CCOC(=O)c1cc(C)n(-c2ccc(OC)c(OC)c2)c1C,-14,-0.82
O=C(Nc1ccccc1N1CCN(c2ccccc2)CC1)C1CCCCC1,-1,0.05
Cc1c(C(=O)NCc2ccccn2)oc2ccc(S(=O)(=O)N3CCOCC3)cc12,5,0.5
CC(=O)Nc1cccc(Cl)c1C(=O)O,3,-1.3
CN1CCN(c2nc(Nc3cccc(C(F)(F)F)c3)nc(N3CCOCC3)n2)CC1,-7,0.7
CCOC(=O)C1CCCN(CC(=O)NC2CC2)C1 (stereo not given),-4,2.2
COc1ccc2c(c1OC)C(=O)N1C(C(=O)O)Cc3c([nH]c4ccccc34)C21 (stereo not given),11[fluorescence artefact?],2.9
O=C(NCc1ccc2c(c1)OCO2)c1ccncc1,-5,1.1
CCn1c(SCCC(=O)O)nnc1-c1cccnc1,-1,2.3
COc1ccc(CNCC(O)COCc2cccs2)cc1 (stereo not given),-1,0.06
O=C(CSc1ccccn1)c1ccc(F)cc1,-6,0.34
CCCCCCC(=O)NCC(=O)OCC(=O)c1ccccc1,-6[fluorescence artefact?],0.5

Going on with the list.
smiles,ERa coact inh,PTK2B oligo ant
CCOc1nc(-c2ccccc2)ccc1-c1noc(COc2ccccc2)n1,-24,0.36
CCOC(=O)c1ccccc1NC(=O)CSc1nc2ccccc2o1,-3,-0.54
C=CCOC(=O)C1=C(C)N(C)C(=O)NC1c1cc2c(cc1Br)OCO2 (stereo not given),-27,-1.5
CCOC(=O)N1CCN(C(=O)CN(c2cccc(C)c2)S(=O)(=O)c2ccc(C)cc2)CC1,3,0.06
O=c1ccc2c(o1)/C(=C/C=C(Cl)Cl)CCC2,2[fluorescence artefact?],0.07
CCS(=O)(=O)N1CCC(C(=O)N2CCN(c3ccccc3)CC2)CC1,5[fluorescence artefact?],0.44
O=C1COc2ccc(-c3csc(NCC4CCCO4)n3)cc2N1 (stereo not given),-1,1.1
c1cncc(Nc2nc(-c3cccnc3)cs2)c1,-1,-0.18
COc1ccc(CNC(=O)c2cccc3c2C(=O)N(Cc2cccnc2)C3)cc1,0,-0.75
Cc1ccccc1N(C)S(=O)(=O)c1ccc2[nH]cc(C(=O)NCC3CCCO3)c(=O)c2c1 (stereo not given),43,-3.2*
C=CCN1C(=O)C2C(C(=O)NC)C3(C)C=CC2(O3)C1C(=O)NCc1ccc(OC)cc1 (stereo not given),1,0.42
CN(C)CCNC(=O)COc1cccc(Cl)c1,10,0.44
CCOC(=O)c1[nH]c(CSc2nnnn2-c2ccccc2C)c(C(=O)OCC)c1C,-4,-2.2
CCOC(=O)N1CCN(S(=O)(=O)c2cc(Br)cc3c2N(C(=O)C2CC2)CC3)CC1,-7,-0.16
Cc1ccc2c(CN3C(=O)NC4(CCCCC4)C3=O)cc(=O)oc2c1C,-5,-0.4
COc1ccc(CNC(=O)CN(C(=O)c2cc3sccc3n2C)C2CCCC2)cc1,-4,-1.1
O=C(CNS(=O)(=O)c1cccc2nsnc12)NC1CCCCC1,-13,-0.19
O=C(NCCOc1ccccc1)c1ccc2c(c1)OCO2,2,0.23
COC(=O)c1ccc(CSc2nnnn2C)o1,-4,-0.3
CCOc1ccccc1C(=O)NCCCN1CCN(CCCNC(=O)c2ccccc2OCC)CC1,-40,0.95
CN1C(=O)CC(N2CCN(CCN=CC3=C(O)CC(C)(C)CC3=O)CC2)C1=O (stereo not given),2[fluorescence artefact?],0.48
CN(Cc1ccccc1)C(=O)c1ccc2c(c1)OCO2,-4,-0.45
O=C1Nc2ccccc2C(O)(C(=O)NCc2ccco2)N1c1ccc(Cl)cc1 (stereo not given),3,-0.82
CS(=O)(=O)N(CC(=O)N1CCCC1)c1cccc(Cl)c1,1[fluorescence artefact?],-0.44
Brc1ccc2oc3c(N4CCOCC4)ncnc3c2c1,-4,1.5

The list goes on:
smiles,ERa coact inh,PTK2B oligo ant
C(=N\n1cnnc1)/c1cccc(Oc2ccccc2)c1,0[fluorescence artefact?],2
CC1(C)CC(=O)C(C=N)=C(O)C1,3,0.35
Cc1onc(-c2c(F)cccc2Cl)c1C(=O)OCC(=O)Nc1c(C)n(C)n(-c2ccccc2)c1=O,1,0.73
Cc1cc(N2CCN(c3nnnn3-c3ccccc3)CC2)n2ncnc2n1,1,0.1
Cc1nc2cc(Cl)c(Cl)cc2nc1C,0,-0.49
O=C(O)c1cccc(S(=O)(=O)Nc2ccc3c(c2)OCO3)c1,35[fluorescence artefact?],0.66
CCOCCn1c(N(C)Cc2ccccc2)nc2c1c(=O)[nH]c(=O)n2C,-9,0.51
Cc1cc(C(=O)Nc2cccc(C(=O)O)c2)oc1C,-2,-0.5
CCN(CC)S(=O)(=O)c1cccc(-c2nnc(SCC(=O)c3cc(C)n(C4CC4)c3C)o2)c1,-6,1.6
O=C(NC1CCC(NC(=O)C(F)(F)C(F)F)CC1)C(F)(F)C(F)F (stereo not given),1,-0.25
Cc1c(NC(=O)NCc2ccccc2)c(=O)n(-c2ccccc2)n1C,-5,0.79
CCSc1nc2sc3c(c2c(=O)n1C1CCCCC1)CCN(C)C3,7,-0.1
O=C(c1ccc(S(=O)(=O)N2CCC(c3nc4ccccc4[nH]3)CC2)cc1)N1CCOCC1,2,0.95
Cc1ccc2[nH]c3c(=O)n(CCCN4CCN(C)CC4)cnc3c2c1,2,1.2
COc1ccc(O)c(C2NC(CC(C)C)(C(=O)O)C3C(=O)N(Cc4ccccc4)C(=O)C23)c1 (stereo not given),-12,1.1
CC(=O)CCS(=O)(=O)c1ccc(C)c(C)c1,3[fluorescence artefact?],0.25
O=c1oc2ccccc2c(O)c1/C=N/c1ncccn1,6[fluorescence artefact?],0.41
Cc1ccc(NC2=NCC(=O)N2Cc2ccc3c(c2)OCO3)c(C)c1,-2,-1.4
COc1cc2nc(C3CCC3)n(NC(=O)C3CCCC(OC)C3)c(=O)c2cc1OC (stereo not given),-1,0.2
CCC(=O)N1CCCc2cc(S(=O)(=O)N3CCN(C4CCCCC4)CC3)ccc21,5,1.2
Cc1ccnc(SCCn2c(Br)nc3c2c(=O)[nH]c(=O)n3C)n1,6,0.09
COc1cccc(C2(O)CCN(C(=O)c3cccs3)CC2)c1,4,0.26
O=S(=O)(c1cccc(-c2cn3cc(Cl)ccc3n2)c1)N1CCOCC1,-9[fluorescence artefact?],0.45
CCOC(=O)C1CCN(S(=O)(=O)c2cc(Br)cc3c2N(C(C)=O)C(C)C3)CC1 (stereo not given),2[fluorescence artefact?],-0.12
O=C(c1ccco1)N1CCN(C(=O)C2CCN(S(=O)(=O)c3cnc[nH]3)CC2)CC1,4,0.11

The listing continues:
smiles,ERa coact inh,PTK2B oligo ant
COCCn1nnnc1C(CC(C)C)N1CCN(C(=O)c2ccco2)CC1 (stereo not given),5[fluorescence artefact?],-0.29
CCCC(c1nnnn1Cc1ccc(OC)cc1)N1CCN(c2ccccc2)CC1 (stereo not given),2,-0.4
O=S(NC1CCCCC1)C12CC3CC(CC(C3)C1)C2 (stereo not given),-4,0.25
O=C(CN1CCCc2ccccc21)NCc1ccc2c(c1)OCO2,-1,1.2
O=C(O)c1n[nH]c2c1CCCC2,4,0.89
Cc1nc2n[nH]c(N)c2c2c1COC(C)(C)C2,1,0.01
CCOC(=O)c1c(CN2CCN(C)CC2)n(C)c2cc(Br)c(OC)cc12,1,-0.38
O=C(NC1CCN(C(=O)N2c3ccccc3Sc3ccccc32)CC1)c1ccco1,-11,-1.5
CC(C)Sc1nc(N2CCOCC2)c2c(c1C#N)CC(C)(C)SC2,-5,-1.2
COC(=O)c1ccc(C2/C(=C(\O)c3ccc(OC)c(C)c3)C(=O)C(=O)N2c2cc(C)on2)cc1 (stereo not given),-14,-2.4
CC(=O)c1cccc(NC(=O)N2CCCC2C(=O)NCc2ccccc2)c1 (stereo not given),-8,0.42
CCC(C(=O)Nc1nccs1)c1ccccc1 (stereo not given),11[fluorescence artefact?],-0.34
CCOCCCN(C(=O)Nc1ccc(CC)cc1)C1CCN(C(C)=O)CC1,-10,-0.19
Cc1ccoc1C(=O)NCc1occc1C(=O)O,10,0.54
Oc1oc(-c2ccccc2)nc1C=NCc1ccncc1,-30,0.34

4 entries from above, set out differently:
ERa coact inh,PTK2B oligo ant,compound
-5,-1.2,CC(C)Sc1nc(N2CCOCC2)c2c(c1C#N)CC(C)(C)SC2
10,0.54,Cc1ccoc1C(=O)NCc1occc1C(=O)O
1,-0.38,CCOC(=O)c1c(CN2CCN(C)CC2)n(C)c2cc(Br)c(OC)cc12
-4,0.25,O=S(NC1CCCCC1)C12CC3CC(CC(C3)C1)C2 (stereo not given)
